PREPL inh – human PREPL enzyme inhibition. inhibition, % at 5.96 µM. Q4J6C6. recombinant PREPL, fluorescence polarization activity-based probe. 320,000 compounds, 0.68% hits. AID 2751; in the data active = inhibition above about 43%;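 also: 0% = enzyme with DMSO and 100% = wells lacking enzyme; many of its hits are not listed in these tables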
PAFAH1B2 inh – inhibitors of human PAFAH1B2; recombinant PAFAH1B2, FP-rhodamine activity probe, fluorescence polarization; inhibition, % at 3.39 µM; 340,000 compounds, 1.2% hits; AID 492953;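 active = inhibition above the mean of all tested compounds plus 3 SD, cut at about 24% in these data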;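 also: 0% = enzyme with DMSO and 100% = wells lacking PAFAH1B2; many of its hits are not listed in these tables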
Target sequence (P68402 whole entry, looked up): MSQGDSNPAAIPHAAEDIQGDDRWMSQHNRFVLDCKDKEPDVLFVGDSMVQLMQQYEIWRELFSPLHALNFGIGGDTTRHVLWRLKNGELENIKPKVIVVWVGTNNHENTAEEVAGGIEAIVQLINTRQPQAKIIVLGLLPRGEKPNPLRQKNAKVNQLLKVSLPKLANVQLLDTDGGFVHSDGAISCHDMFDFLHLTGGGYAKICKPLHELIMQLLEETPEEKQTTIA
PAFAH1B3 FP inh – PAFAH1B3 (human) inhibition. AID 492972. 340,000 compounds, 0.28% hits. inhibition, % at 3.39 µM. recombinant PAFAH1B3, FP-rhodamine probe, fluorescence polarization;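 active = inhibition above the screen-wide average of all tested compounds plus 3 SD, cut at about 25% in these data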;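 also: 0% = enzyme with DMSO only and 100% = wells lacking PAFAH1B3 protein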
PAD4 inh – inhibitors of human PAD4; Q9UM07; recombinant PAD4, RCA probe fluorescence polarization; inhibition, % at 6.36 µM; 330,000 compounds, 0.41% hits;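 active = percent inhibition above a cutoff equal to the mean of all tested compounds plus 3 SD, cut at about 15% in these data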;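 also: 0% = PAD4 with RCA probe and DMSO and 100% = probe without PAD4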
LYPLA1 inh – blocks human lysophospholipase 1, a PME1 counter-screen; 320,000 compounds, 0.16% hits; O75608; recombinant LYPLA1, FP-Rh probe fluorescence polarization; inhibition, % at 5.9 µM;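 active = inhibition above the mean of all tested compounds plus 3 SD, set per campaign, cut at about 14% in these data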;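 also: inhibitors block serine hydrolase probe labeling of LYPLA1 so polarization falls; 0% = enzyme with DMSO and 100% = wells lacking LYPLA1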
Target sequence (O75608 whole entry, looked up): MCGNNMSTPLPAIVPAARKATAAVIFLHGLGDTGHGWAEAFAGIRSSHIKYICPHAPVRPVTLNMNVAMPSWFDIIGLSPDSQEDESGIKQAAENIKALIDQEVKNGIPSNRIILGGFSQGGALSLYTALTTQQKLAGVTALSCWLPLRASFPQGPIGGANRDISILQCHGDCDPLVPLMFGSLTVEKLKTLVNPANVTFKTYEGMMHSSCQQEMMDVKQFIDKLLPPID
pPAFAH inh – inhibitors of human plasma PAF acetylhydrolase (pPAFAH). Q13093. recombinant pPAFAH, FP-rhodamine probe fluorescence polarization. inhibition, % at 3.39 µM. 330,000 compounds, 1.5% hits. AID 463082;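 active = inhibition above the mean inhibition across the screen plus 3 SD, cut at about 25% in these data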;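 also: inhibitors block binding of the rhodamine activity-based probe so polarization drops; 0% = enzyme with DMSO and 100% = wells lacking pPAFAH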
Target sequence (Q13093 whole entry, looked up): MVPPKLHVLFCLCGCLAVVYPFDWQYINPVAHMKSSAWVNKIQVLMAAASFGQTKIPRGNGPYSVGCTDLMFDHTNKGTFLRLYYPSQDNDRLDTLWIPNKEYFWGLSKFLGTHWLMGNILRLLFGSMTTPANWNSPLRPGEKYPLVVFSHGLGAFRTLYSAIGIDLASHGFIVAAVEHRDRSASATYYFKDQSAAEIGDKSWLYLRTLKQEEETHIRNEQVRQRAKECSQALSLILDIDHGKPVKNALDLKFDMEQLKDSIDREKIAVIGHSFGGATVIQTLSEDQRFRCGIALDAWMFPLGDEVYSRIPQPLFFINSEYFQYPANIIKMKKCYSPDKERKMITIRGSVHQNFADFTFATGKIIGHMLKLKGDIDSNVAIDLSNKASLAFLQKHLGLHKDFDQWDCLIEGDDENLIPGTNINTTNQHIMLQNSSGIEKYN
PME-1 inh – PME-1 (human) inhibition; inhibition, % at 5.9 µM; AID 2130; recombinant PME-1, FP-Rh probe fluorescence polarization; 320,000 compounds, 0.53% hits; Q9Y570;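 active = inhibition above the campaign mean of all compounds plus 3 SD, cut at about 26% in these data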;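 also: competitive labeling of PME-1 active site by serine hydrolase directed probe; 0% = PME-1 with DMSO and 100% = wells lacking PME-1 enzyme; inhibitors block probe labeling so polarization falls and inhibition rises; many of its hits are not listed in these tables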
LYPLA2 inh – LYPLA2 (human) inhibition in PME1 counter-screen | O95372 | recombinant LYPLA2, FP-Rh probe fluorescence polarization | inhibition, % at 5.9 µM | 320,000 compounds, 0.38% hits;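 active = inhibition above the screen-wide mean plus 3 SD, limit set per campaign, cut at about 26% in these data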;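 also: 0% = LYPLA2 with DMSO and 100% = wells lacking LYPLA2 enzyme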
GSTO1 inh – counter-screen for RBBP9 inhibitors: inhibitors of human GSTO1 | recombinant GSTO1, activity-based probe fluorescence polarization | inhibition, % at 5.96 µM | 300,000 compounds, 1.1% hits | AID 1974;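 active = inhibition above the campaign mean inhibition plus 3 SD, cut at about 35% in these data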;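 also: 0% = GSTO1-1 with DMSO and 100% = wells lacking GSTO1-1 enzyme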
An asterisk follows results filed as active; / = no result given. The list is partial (hit frequency here may not be typical).

SMILES	PREPL inh	PAFAH1B2 inh	PAFAH1B3 FP inh	PAD4 inh	LYPLA1 inh	pPAFAH inh	PME-1 inh	LYPLA2 inh	GSTO1 inh
COc1ccc(NC(=O)NNC(=O)c2ccc3ccccc3c2O)c(OC)c1	15	8	24	2	1	11	3	-1	7
CCCC(C(=O)Nc1ccncc1)c1ccccc1 (configuration not stated)	-8	4	4	-4	1	5	-3	3	1
Cc1[nH]c2ccccc2c1C=NNC(=O)c1cc(-c2cccnc2)nc2ccccc12	33	4	10	-5	/	0	/	/	/
Nc1ccc(C(=O)N/N=C\c2cc(N=Nc3cccc4ccccc34)ccc2O)cc1	14	17	12	3	-5	77*	40*	7	6
Cc1ccc(S(=O)(=O)NCC(=O)N(CC(=O)NC2CCCC2)CC2CCCO2)cc1 (configuration not stated)	18	1	8	1	-2	0	1	-3	-1
CCOC(=O)c1ccc(NC(=O)Cn2nnc3ccccc32)cc1	8	-2	8	0	3	-7	-2	11	3
Cc1cccc(CS(=O)(=O)Cc2ccc(C(=O)NCCN3CCCCC3C)o2)c1 (configuration not stated)	25	-3	0	3	-2	18	0	6	16
O=C(COC(=O)c1cccnc1SCC(=O)NCc1ccccc1)NCc1ccccc1	0	-4	-2	-4	-2	6	2	-4	1
O=C(NCc1ccccn1)c1cc(Br)ccc1Cl	4	4	10	5	-1	3	-1	2	8
O=C(O)c1cc(N2C(=O)CCC2=O)ccc1NCc1cccnc1	-4	6	2	3	2	1	0	5	-4

Compound profiles, from the list above. Screens in order: PREPL inh	PAFAH1B2 inh	PAFAH1B3 FP inh	PAD4 inh	LYPLA1 inh	pPAFAH inh	PME-1 inh	LYPLA2 inh	GSTO1 inh
`Cc1[nH]c2ccccc2c1C=NNC(=O)c1cc(-c2cccnc2)nc2ccccc12` as listed: 33	4	10	-5	/	0	/	/	/
`CCOC(=O)c1ccc(NC(=O)Cn2nnc3ccccc32)cc1` as listed: 8	-2	8	0	3	-7	-2	11	3

(next part)
SMILES	PREPL inh	PAFAH1B2 inh	PAFAH1B3 FP inh	PAD4 inh	LYPLA1 inh	pPAFAH inh	PME-1 inh	LYPLA2 inh	GSTO1 inh
COc1cccc(C(=O)NCC2CCCN(C(=O)c3ccc(C=O)cc3)C2)c1OC (configuration not stated)	-1	-2	-2	-8	3	5	2	5	4
O=C(NNS(=O)(=O)c1ccccc1[N+](=O)[O-])c1ccccc1[N+](=O)[O-]	-1	-1	-4	2	0	2	2	5	-3
NC(=O)c1ccc(NCCc2ccccc2)c([N+](=O)[O-])c1	5	9	13	-2	2	6	3	14	0
Cc1ccc(CN2CCc3c(OCc4ccc(F)cc4)cccc3C2=O)cc1	42	-4	-2	7	-3	-1	-5	0	3
Cc1cc(Cl)ccc1OCCn1cncn1	-12	1	2	-5	-1	6	2	0	-1
CCC(C)(C)n1nnnc1C(c1ccccc1F)N1CCN(C(=O)c2ccco2)CC1 (configuration not stated)	-4	4	-1	1	3	2	4	4	9
C=CCSC1=C(C#N)C2(CCCCC2)C(C#N)C(=O)N1 (configuration not stated)	-9	8	4	2	-3	1	-4	-5	-1
O=C(CN1CCOCC1)Nc1ccc(Br)cc1	-3	4	1	4	-1	3	-6	5	11
CCNC(=O)NC(=O)C(C)OC(=O)c1oc2ccccc2c1CSC1CCCCC1 (configuration not stated)	16	2	4	-2	0	3	-7	-2	22
NC(=O)C1CCN(C(=O)COCc2cc(-c3ccc4c(c3)OCO4)on2)CC1	12	-1	8	-6	3	-1	-1	1	2
Cc1ccc(-c2ccc(CCC(=O)O)n2NC(N)=S)cc1	-4	-4	5	-1	-1	5	-2	-4	2
CCCCn1c(SCC(=O)OCC)nc2c1c(=O)[nH]c(=O)n2C	-22	2	-1	-23	-32	10	-147	-30	-11
CCC(C)c1ccccc1N1CC(C(=O)N(C)CC(=O)Nc2cccc(F)c2)CC1=O (configuration not stated)	18	2	8	0	0	5	10	4	4
CC1CN(c2ccc([N+](=O)[O-])cn2)CC(C)O1 (configuration not stated)	1	4	3	1	2	4	-2	11	3
O=C(O)c1ccc(NS(=O)(=O)c2ccc(NC(=O)c3ccccc3Cl)cc2)cc1	-4	4	4	-1	2	3	1	5	-2
Cc1cc(C(=O)COc2ccc([N+](=O)[O-])cc2)c(C)n1C1CC1	14	3	-2	10	1	3	3	1	0
CCN(CC)CCNC(=O)C(=O)NCC1OCCN1S(=O)(=O)c1cccs1 (configuration not stated)	-4	-5	-5	-1	0	1	4	2	3
NC(=O)c1ccccc1NC(=O)CCN1C(=O)c2ccccc2C1=O	0	2	1	1	-1	-3	0	-2	8
O=C(Nc1ccc(N2CCCCC2)c(Cl)c1)c1ccc(N2CCOCC2)c([N+](=O)[O-])c1	8	2	0	-3	-5	5	6	-8	-7
Cc1cccc(NC(=O)CN2C(=O)N/C(=C/c3ccc(-c4cccc(C(=O)O)c4C)o3)C2=O)c1	0	5	6	0	2	6	-2	10	-5
COc1ccc(NC2CCCN(C(=O)COc3ccc(C)cc3)C2)cc1 (configuration not stated)	17	-1	2	-1	5	-5	-10	9	0
O=C1C=C(Nc2ccccc2)CC(c2ccccc2)C1 (configuration not stated)	-3	0	9	-3	-1	3	2	3	0
CC(C)CC1(C(=O)NCc2ccccn2)C=CCN1C(=O)c1ccccc1 (configuration not stated)	16	5	5	-3	1	1	-7	-5	7
COCCCNC(=S)NNC(=O)c1csc(C)n1	13	2	1	1	1	-1	5	4	-3
CCn1c(-c2ccc(F)cc2)n[nH]c1=S	15	5	10	2	1	-1	6	-1	4
CCCN1CNc2c(c(=O)[nH]c(=S)n2CCc2ccccc2)C1	1	4	3	1	0	4	6	2	-1
O=C1CCCN2N=C(SCC(=O)Nc3cccc(Cl)c3)SC2=N1	0	1	4	-4	-2	1	0	-2	-2
CCOC(=O)c1nnn(-c2nonc2-c2ccccc2)c1C	-1	-2	7	1	-2	2	1	-7	11
O=C(COC(=O)c1ccc2ncsc2c1)Nc1ccccc1Cl	-4	3	10	2	/	-2	/	/	/
CNS(=O)(=O)c1ccc(N2CCCC2=O)c([N+](=O)[O-])c1	-1	2	-1	-3	-1	3	-2	6	-1
O=C(Nc1ccc(N=Nc2ccccc2)c(NC(=O)C2CCCO2)c1)C1CCCO1 (configuration not stated)	9	0	6	-3	4	14	16	4	8
CCOc1cccc(C(=O)Nc2nnc(-c3ccco3)s2)c1	3	11	15	-2	-3	7	0	-3	-58
Cc1ccc(OCc2nnc(SCC(=O)N3c4ccccc4Sc4ccc(Cl)cc43)o2)cc1	16	14	-4	-4	2	-3	-1	-2	4
O=C(COC(=O)c1c[nH]c2ccccc12)Nc1cccc(F)c1	-5	-1	9	-1	-7	25*	-9	-7	/
COc1cccc(N=Cc2c[nH][nH]c2=O)c1	14	2	-5	-7	-2	6	0	3	-2
COC(=O)/C=C1/SC(=NC(=O)c2ccccc2)NC1=O	8	4	2	5	-1	4	2	8	0
Cc1cccc(-n2c(SCC(=O)N3CCC(C(=O)O)CC3)nc3ccccc3c2=O)c1C	-1	1	3	1	1	0	-2	0	-1
COc1ccccc1-c1cc(C(=O)NCCc2ccccc2)no1	-13	0	6	-2	-3	2	-4	-9	-8
CC(C)c1cc(C(N)=O)c(NC(=O)c2cccc(COc3ccc(Cl)cc3)c2)s1	11	16	-15	5	-23	-15	-49	-51	-12
S=C(NC1CC2CCC1C2)N1CCN(c2cccc(Cl)c2)CC1 (configuration not stated)	-9	6	1	-5	1	1	10	0	8
COc1cccc(CNCc2cc(OC)cc(OC)c2)c1	-25	4	15	0	-3	-2	-1	-6	4
CC(C)CNC(=O)[C@H](Cc1ccccc1)NC(=O)c1cccs1	-4	4	1	-4	4	3	5	7	1
CCCC(=O)Nc1nnc(-c2ccc(Cl)s2)o1	-7	4	-3	5	2	-1	-7	2	11
NS(=O)(=O)c1ccc(CCNC(=O)CSc2nc3ccccc3c(=O)n2CCC(=O)N2CCCCC2)cc1	3	6	6	-5	4	-6	-6	1	10
Fc1cccc(/C=N/N=C/c2cccc(F)c2)c1	-4	-2	2	-2	1	1	-3	3	20
O=C(c1ccc(Br)cc1)c1sc(N2CCOCC2)nc1-c1ccccc1	-36	2	-4	-4	0	-2	0	0	-4
Cc1ccc(-n2nnnc2C(=Cc2ccc(N(C)C)cc2)c2nnnn2-c2ccc(C)cc2)cc1	5	2	8	2	-1	4	4	-4	3
O=C(NC(=O)c1ccc(F)cc1F)Nc1ccc(Cl)cc1	-1	-3	0	2	0	-2	-1	-2	2
O=C(Oc1nsnc1N1CCOCC1)N1CCCC1	-3	8	11	-2	2	6	1	3	10
CCOc1ncccc1C(=O)OCC(=O)c1cc(C)n(Cc2ccco2)c1C	9	1	7	-7	-1	8	-2	3	-5
(list continues)
SMILES	PREPL inh	PAFAH1B2 inh	PAFAH1B3 FP inh	PAD4 inh	LYPLA1 inh	pPAFAH inh	PME-1 inh	LYPLA2 inh	GSTO1 inh
CSCc1ccc(C(=O)Nc2cccc(C)c2C)cc1	4	-2	5	-2	-1	3	3	0	1
C=CCOc1ccc(CNn2c(C)n[nH]c2=S)cc1OC	-1	1	3	-5	-1	2	0	10	7
O=C(Cn1c(=O)oc2cc(S(=O)(=O)N3CCCC3)ccc21)N1CCc2ccccc2C1	3	2	8	2	2	-3	2	1	6
O=S(=O)(c1ccccc1)c1nc(-c2ccco2)oc1NCc1cccnc1	-4	-4	0	-2	2	-1	-1	-2	-8
O=C(CCN1C(=O)c2ccc(Br)cc2C1=O)NC1CCCCC1	10	1	12	5	-2	1	3	14	-2
CCCC(=O)c1c[nH]c(C(=O)NCc2ccco2)c1	-4	4	0	-7	3	4	-1	-1	-5
O=C(Nc1ccccc1Cl)C1CCN(S(=O)(=O)c2cccc3nonc23)CC1	2	1	10	2	1	-2	-4	-3	1
CCN(CC)C(=O)c1cn(CCC#N)nc1-c1ccc2ccccc2c1	-5	-2	8	-3	0	10	-1	4	4
COc1ccc(NC(=O)Nc2cccc3ccccc23)cc1OC	13	-4	17	-2	2	7	-2	8	1
CC1CC(C)CN(C(C)C(=O)Nc2cc(S(=O)(=O)N3CCCCC3)ccc2Cl)C1 (configuration not stated)	15	8	3	-1	/	-4	/	/	/
COc1ccc(OC)c(N(CC(=O)Nc2cccnc2)S(=O)(=O)c2ccc(C)cc2)c1	6	-2	5	0	-2	1	4	0	-8
Cc1ccc(S(=O)(=O)N2CCCCC2)cc1NC(=O)COC(=O)CNC(=O)c1cc(Cl)cc([N+](=O)[O-])c1	17	3	4	-8	0	-1	15	3	1
COCCN(CCOC)S(=O)(=O)c1ccc(C(=O)Nc2nnc(CSC)o2)cc1	7	-4	-4	1	0	6	1	3	2
CC1(C)C(=O)Nc2ccccc2N1C(=O)COC(=O)Cc1c(F)cccc1Cl	5	1	9	-4	2	6	-2	-7	-1
COc1ccc(CCNC(=O)c2ccc(OCc3c(C)noc3C)c(OC)c2)cc1	15	-2	8	5	/	3	/	/	/
Cc1ccc(N2C(=O)N(CC(=O)c3cc(C)ccc3C)C(=O)C2C)cc1 (configuration not stated)	6	-1	6	0	-2	-2	7	6	5
S=C(c1ccc(OCc2ccccc2)cc1)N1CCCC1	12	-2	-5	-2	-4	1	2	-2	2

A section taken from the entries so far, as a working copy:
SMILES	PREPL inh	PAFAH1B2 inh	PAFAH1B3 FP inh	PAD4 inh	LYPLA1 inh	pPAFAH inh	PME-1 inh	LYPLA2 inh	GSTO1 inh
Cc1ccc(N2C(=O)N(CC(=O)c3cc(C)ccc3C)C(=O)C2C)cc1 (configuration not stated)	6	-1	6	0	-2	-2	7	6	5
S=C(c1ccc(OCc2ccccc2)cc1)N1CCCC1	12	-2	-5	-2	-4	1	2	-2	2

From PubChem
